High-throughput results from PubChem.
Tb PGK inh = T. brucei PGK inhibition; PGK/GAPDH coupled, Kinase-Glo luminescence, 60 min; Potency, µM (series often up to 57.5 µM), without a hit: at the top dose activity change, negative = inhibition, hits mostly inhibitors; hit rate 0.043% among 380,000; note: % is set by controls: 0 for no effect and ±100 for the full control effect; nearly all actives have a fitted effect of over 60% in size
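Recombinant glycosomal PGK reaction used 1,3-bisphosphoglycerate generated in-well by GAPDH (100nM final) in 100mM TEA pH 7.6, 5mM MgCl2, 0.01% Tween-20. After 60 minutes at room temperature, ATP was read by Kinase-Glo Plus luminescence end-point.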
G9a inh = G9a (human) methyltransferase inhibition; Q96KQ7; Potency, µM (doses to about 102 µM), without a hit: at the top dose activity, negative = inhibition, most hits filed as inhibitors; G9a H3K9 monomethylation, AlphaScreen, 2 h; hit rate 8.8% among 350,000; note: % is set by controls: 0 for no effect and ±100 for the full control effect; nearly all actives have a fitted effect of over 75% in size
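Quantitative HTS format: methyltransferase activity on a biotin-tagged H3K9 peptide is measured by AlphaScreen, using a rabbit anti-monomethyl-H3K9 antibody with streptavidin donor and anti-IgG acceptor beads. Final levels are 20 nM enzyme, 500 nM peptide, 20 uM SAM; 2 h RT.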
JMJD2A Tudor inh = inhibitors of human JMJD2A Tudor domain; O75164; AlphaScreen JMJD2A-Tudor / H3K4me3 peptide binding; Potency, µM (titrated, usually from 114 µM), inactives show at the top dose activity change, negative = inhibition, hits mostly inhibitors; hit rate 4.4% among 390,000; note: % is set by controls: 0 for no effect and ±100 for the full control effect; nearly all actives have a fitted effect of over 50% in size
BAZ2B block = BAZ2B (human) inhibition; Q9UIF8; AlphaScreen BAZ2B-H3K14Ac peptide displacement; Potency, µM (doses to about 114 µM), for the others: top-dose activity change, negative = inhibition, hits mostly inhibitors; hit rate 4.4% among 360,000; AID 504333; note: % is set by controls: 0 for no effect and ±100 for the full control effect; nearly all actives have a fitted effect of over 60% in size
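BAZ2B 50 nM plus b-H3(5-23)K14Ac 50 nM, PBS pH 7.4/0.01% Tween-20, 30 min RT; compound added (max 110 uM), 30 min RT; streptavidin donor/Ni-chelate acceptor beads 10 ug/mL final, 20 min dark; AlphaScreen read.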
Pol iota inh = blocks human DNA polymerase iota activity. Q9UNA4. Pol iota fluorescent replication assay, 10 min. Potency, µM (highest dose often 115 µM), without a hit: at the top dose activity, negative = inhibition, most hits filed as inhibitors. hit rate 1% among 390,000
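Pol iota at 10 nM preincubated 15 min with compounds at room temperature; reaction started with fluorescent substrate, 50 nM final. Fluorescence read kinetically at 0 and 10 min; buffer-only wells as negative control.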
Pin1 inhibitor = human Pin1 inhibition. Q13526. Pin1 FP peptide displacement, HiFluor488, 10 min. Potency, µM (top dose mostly 115 µM), for the others: at the top dose activity, negative = inhibition, actives largely listed as inhibitors. hit rate 0.009% among 390,000; active = well fitted inhibition curve with a large enough effect in the polarisation, with a control signal flat, not every such curve was filed as active; inconclusive = small, poorly fitted or top-dose-only effect, or effect the other way, or a change in a side signal; inactive = no such curve, though single readings can be large or run the other way; the % refers to the polarisation; note: % is set by controls: 0 for no effect and ±100 for the full control effect
GLS inhibitor = glutaminase GLS (human) inhibition; hit rate 0.21% among 410,000; O94925; Potency, µM (titrated, usually from 45.5 µM), inactives show at the highest dose activity change, negative = inhibition, actives largely listed as inhibitors; GLS enzymatic activity, qHTS titration; AID 624170; note: % is set by controls: 0 for no effect and ±100 for the full control effect
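Assay buffer: 45 mM KH2PO4 pH 8.2, 0.02% Tween-20. hKGA acts on L-glutamine (1 mM solution added); product glutamate is reported by an oxidase/peroxidase Amplex Red coupling, with fluorescence taken at baseline and 30 min.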
HP1b chromo inh = inhibitors of HP1-beta chromodomain binding to methylated histone tails; P83916; AlphaScreen HP1-beta / biotin-H3K9me3 peptide binding; Potency, µM (doses to about 114 µM), without a hit: at the highest dose activity change, negative = inhibition, usual class: inhibitors; hit rate 0.56% among 390,000; note: nearly all actives have a fitted effect of over 70% in size; inactives centre near 23
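Compound inhibition of the preformed complex between 50 nM HP1-beta and 50 nM biotinylated H3K9me3 peptide was read by AlphaScreen. Buffer was PBS pH 7.4 with 0.01% Tween-20. Incubations ran 30 min at room temperature, with 10 ug/mL donor/acceptor beads.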
BLM helicase inh = blocks DNA unwinding by human BLM helicase; AID 2528; hit rate 0.2% among 350,000; recombinant BLM DNA unwinding, fluorescence dequenching; Potency, µM (highest dose often 56.1 µM), for the others: top-dose activity change, negative = inhibition, actives largely listed as inhibitors; P54132;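 note: plate controls were vehicle for no effect and no enzyme for full effect; nearly all actives have a fitted effect of over 35% in size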
* = called active by the depositor; i = inactive; ? = inconclusive; / = no result given; & = joins results of further samples; [ ] = dose if it differs, or a comment. Unless noted, calls come from the whole dose curve; as a rule, active = well fitted curve in the direction sought with a large enough effect; inconclusive = small, poorly fitted or top-dose-only effect, or another doubt; inactive = no such curve, though single readings can be large; an effect the other way counts as inactive or inconclusive. Potency is the fitted concentration of half-maximal effect. Not all compounds are listed; count on the stated rates, not on these rows.

SMILES,Tb PGK inh,G9a inh,JMJD2A Tudor inh,BAZ2B block,Pol iota inh,Pin1 inhibitor,GLS inhibitor,HP1b chromo inh,BLM helicase inh
O=C(C1=C[C@H](c2ccccc2)C[C@H](OCc2ccc(CO)cc2)O1)N1CCN(Cc2ccccc2)CC1,-4%,?,?,?,?,-10%,1%,1%,-7%
COc1cc(Cl)c(C)cc1NC(=O)c1ccc(CN2C(=O)CCn3nc(C)cc32)cc1,-7%,-28%[59 µM],-12%,-20%,22%,-2%,-27%,11%,-3%
CCOc1ccccc1CNC(=O)c1cc2c(=O)n(Cc3cccnc3)ccc2nc1C,0%,-1%[59 µM],-18%,-17%,-10%,-5%,0%,22%,1%
COC(=O)C1=C(C)N=C2SCCC(=O)N2C1c1ccc(OCc2ccccc2)c(OC)c1 (stereo unspecified),i,4%[59 µM],-28%,-21%,-11%,27%,-10%,20%,-9%
NC(=O)C1=C[C@H](c2ccc(C(F)(F)F)cc2)C[C@H](OCCCCO)O1,-2%,?,-22%,-17%,20%,4%,1%,31%,-1%
Brc1cccc(OCCCCN2CCCCC2)c1,-5%,7.1µM*,50µM*,?,190%[activator],-4%,6%,?,-12%
Cc1ccc(-c2nc(SCC(=O)NCC3CCCO3)c(-c3ccc(Cl)cc3)[nH]2)cc1 (stereo unspecified),-1%,?,-10%,-6%,25%,2%,0%,34%,-8%
CCOC(=O)N1CCN(C(=O)c2ccc3c(c2)N(Cc2cccc(Cl)c2)C(=O)c2ccccc2S3=O)CC1 (stereo unspecified),-10%&6%,1%&0%[59 µM],-23%&-14%,-38%&-8%,-24%&22%,-7%&0%,-14%&0%,39%&24%[activator],-6%&-1%
CCOC(=O)c1c(CN2CCNCC2)nc2ccc(Cl)cc2c1-c1ccccc1,-3%,/,-20%,/,9%,2%,9%,19%,/
COc1ccc(CC(=O)N(C)Cc2cccc(OC)c2OC)cc1S(=O)(=O)N1CCOCC1,-1%,-33%,-6%,?,18%,0%,-16%,31%,/
CCn1c(C(=O)N2CCCC(C(=O)NCCc3ccc(C)cc3)C2)cc2sccc21 (stereo unspecified),-11%,-1%[59 µM],-30%,-9%,-7%,13%,0%,18%,-9%
COCCN(C(=O)COC(=O)c1cccnc1Cl)c1c(N)n(Cc2ccccc2)c(=O)[nH]c1=O,-8%,-41%,-8%,-4%,-5%,3%,0%,15%,/
O=C(Nc1ccc(N2CCOCC2)c(Cl)c1)c1ccccc1F,-9%,7%[59 µM],2%,-29%,-15%,6%,-2%,13%,-2%
COCCN(C(=O)COC(=O)CCS(=O)(=O)c1ccccc1)c1c(N)n(Cc2ccccc2)c(=O)[nH]c1=O,2%,?,-3%,-1%,12%,0%,4%,14%,/
Cc1ccc(S(=O)(=O)N2CCCCC2C(=O)N(C)c2ccccc2)cc1 (stereo unspecified),i,6%,-21%,0%,-9%,-1%,-7%,9%,-1%
CN1C(=O)/C(=C\c2ccc(N(C)C)cc2)OC1=S,-4%,77%[activator],25µM*,11%,3%,?,?,13%,-1%
C[C@@H]1CC[C@]2(O[C@H](CCO)C[C@@H](O)[C@@H]2O)O1,-10%,/,-7%,/,-10%,1%,0%,44%[activator],/
COc1ccc(NS(=O)(=O)c2ccc(C)c(C(=O)N3CCN(Cc4cc(OC)ccc4OC)CC3)c2)cc1,0%,/,-27%,/,19%,-3%,13%,34%,/
O=C(Oc1ccccc1C(=O)N1CCOCC1)c1ccccc1,-1%,?,1%,-5%,19%,5%,15%,14%,-5%
CSc1nc2cc(Oc3cccc(Cl)c3Cl)c(Cl)cc2[nH]1,-9%,?,-10%,-21%,-3%,-3%,-1%&5%,37%,-11%&-23%
COc1ccc(-c2cc3nc4n(c(=O)c3s2)CCCCC4)cc1,-1%,-5%,3%,-3%,21%,-3%,0%,12%,0%
CCc1ccc(C(=O)c2cn(CC(=O)Nc3cccc(C)c3C)c3nc(C)ccc3c2=O)cc1,-6%,-7%[59 µM],?,?,-8%,10%,-3%,5%,-11%
O=C(c1ccc(COc2ccccc2Cl)o1)N1N=C(C(F)F)CC1(O)C(F)F (stereo unspecified),i,19%[59 µM],-17%,-1%,9%,-7%,0%,41%[activator],-8%
CC(=O)Nc1ccc(NC(=O)/C=C/c2ccc3c(c2)OCO3)cc1,-10%,-27%,-14%,-13%,40%[activator],0%,?,21%,-1%
O=C(NCC1(c2ccccc2)CCCC1)c1ccco1,4%,8%,-1%,-2%,22%,0%,0%,28%,-5%

Compound profiles, from the list above. Values in the order: Tb PGK inh | G9a inh | JMJD2A Tudor inh | BAZ2B block | Pol iota inh | Pin1 inhibitor | GLS inhibitor | HP1b chromo inh | BLM helicase inh
`CN1C(=O)/C(=C\c2ccc(N(C)C)cc2)OC1=S` in the list: -4% | 77%[activator] | 25µM* | 11% | 3% | ? | ? | 13% | -1%
`O=C(Oc1ccccc1C(=O)N1CCOCC1)c1ccccc1` in the list: -1% | ? | 1% | -5% | 19% | 5% | 15% | 14% | -5%
`Cc1ccc(-c2nc(SCC(=O)NCC3CCCO3)c(-c3ccc(Cl)cc3)[nH]2)cc1` (stereo unspecified) in the list: -1% | ? | -10% | -6% | 25% | 2% | 0% | 34% | -8%

Later entries:
SMILES,Tb PGK inh,G9a inh,JMJD2A Tudor inh,BAZ2B block,Pol iota inh,Pin1 inhibitor,GLS inhibitor,HP1b chromo inh,BLM helicase inh
CC(C)CCN1CCN(Cc2ccon2)CC1CCO (stereo unspecified),i,/,-5%,9%,12%,10%,-3%,70%[activator],-1%
COc1cccc(NC(=O)CSc2nnc(-c3ccoc3C)n2C)c1,-6%,-14%,5%,3%,48%[activator],-2%,-3%,9%,1%
C[C@H](NC(=O)OC(C)(C)C)c1nnc(SCc2c(F)cccc2Cl)o1,i,2%[59 µM],-4%,89µM*,?,-5%,-14%,45%[activator],-2%
CSc1c(-c2ccccc2)nc2ccccc2c1C(=O)O,4%,10%[59 µM],-19%,0%,1%,2%,3%,14%,1%
COC(=O)c1ccccc1NC(=O)c1cn2c3c(ccc(Cl)c3c1=O)OC(C)C2 (stereo unspecified),4%,-1%[59 µM],-2%,4%,8%,4%,15%,26%,1%
CCCCN(C(=O)NC(=O)Nc1nc2ccc(OC)cc2s1)S(C)(=O)=O,/,?,-15%,3%,?,3%,9%,-15%,-4%
O=C(Nc1cccc(C(=O)N2CCN(c3ccc(F)cc3)CC2)c1)c1ccccc1,-2%,-32%,-26%,-35%,94%[activator],-7%,9%,-11%,-9%
COc1ccc(NC(=O)Cn2c(=O)n(Cc3ccccc3OC)c(=O)c3cccnc32)cc1Cl,-1%,11%[59 µM],-14%,-5%,36%[activator],56%[activator],5%,37%,-5%
CC(C(=O)N1CCOCC1)N1C(=O)C2C3CC(C(Br)C3Br)C2C1=O (stereo unspecified),i,-8%[59 µM],5%,-3%,130%[activator],-1%,-5%,58%[activator],0%
CSc1ccccc1C(=O)OCC(=O)NC1CCS(=O)(=O)C1 (stereo unspecified),-4%,?,0%[11.4 µM],-1%,91%[activator],-9%,9%,-9%,1%
Cc1ccccc1-c1nc(CN2CCCC(C(=O)NCc3cccnc3)C2)c(C)o1 (stereo unspecified),-2%,/,2%,?,3%,7%,/,13%,-1%
O=c1[nH]c2ccc(NC(=S)Nc3ccc(Cl)cc3)cc2[nH]1,-2%,-2%[59 µM],-17%,8%,29%,7%,17%,-10%,-7%
Cn1nc([N+](=O)[O-])nc1Sc1ccc(C(C)(C)C)cc1,12%,/,-9%,-7%,-1%,-9%,3%,13%,-5%
COc1ccccc1NC(=O)c1cc2c(=O)n(C)c3ccccc3c2n1C,-3%,?,-18%,-1%,?,?,-14%,20%,-5%
Cc1ccc(NC(=O)c2ccc(F)c(S(=O)(=O)N3CCOCC3)c2)cc1F,0%,-9%[59 µM],-7%,1%,-5%[58.9 µM],4%,6%,21%,-4%
Cc1nc2ccccc2c2oc(C(=O)NCCCN3CCCC(C)C3)cc12 (stereo unspecified),8%,17%,-11%,-19%,-13%,-9%,8%,29%,71%[activator]
Cc1cc(N2C(=O)[C@@H]3[C@H](C2=O)[C@@H]2C[C@H]3C(Br)C2Br)no1 (stereo partly specified),-3%,/,-1%,2%,-14%[58.9 µM],1%,-5%,20%,-3%
Cc1ccc(C)c(NC(=O)CN(C)C(=O)c2cc(C3CC3)nn2-c2ccccc2)c1,-3%,/,-7%,/,10%,17%,-6%,30%,/
CC(C)(C)NC(=O)C(c1ccc(F)cc1)N(CC1CCCO1)C(=O)c1csnn1 (stereo unspecified),-6%,11%,-11%,-7%,?,-3%,-1%,22%,-4%
C=CCn1cc([N+](=O)[O-])nc1C,-3%,21%,-10%,1%,31%[activator],5%,0%,42%[activator],1%
O=C1CSC(c2ccccc2)N1c1ccccc1F (stereo unspecified),/,0%,-12%,-1%,-21%,-2%,-1%,19%,-5%
CCn1nnnc1SCC(=O)Nc1ccc(OC)cc1,22%,-10%[59 µM],4%,1%,13%,5%,?,34%,3%
O=C(c1cc([N+](=O)[O-])cc([N+](=O)[O-])c1)N(c1ccccn1)c1ccccn1,10%,?,-13%,-4%,21%,-4%,11%,9%,2%
O=C(CCn1cccc1)Nc1ccccc1F,-4%,-28%,-24%,?,4%,0%,-8%,28%,-1%
Cc1ccc(/C=N/NC(=O)CSCc2ccc(Cl)cc2)cc1,-5%,-4%[59 µM],-2%,-14%,3%,-7%,-2%,15%,3%
